S100A4 MyoIIA: S100A4-myosin IIA interaction inhibition; 360,000 compounds, 0.14% hits; AID 652163; inhibition, % at 10.7 µM; S100A4/TAMRA-MyoIIA peptide fluorescence polarization;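 active means mean inhibition of at least 70% across replicates, with every replicate also reaching that level; inconclusive means mean inhibition reaches 70% but some replicates fall short; inactive means mean inhibition below 70%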
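Test system: S100A4 monomer protein. Medium: HEPES buffer with Ca2+, pH 7.2. Reagent: fluorescent myosin IIA peptide, 5 nM. Compound dosing: single-point compound testing. Timing: 5 min between mix addition and reading. Benchmarks: DMSO neutral and TFP positive wells.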
RAD54 inh: RAD54 (human) branch migration inhibition. 360,000 compounds, 0.14% hits. RAD54 Holliday junction branch migration, FAM/BHQ fluorescence. inhibition, % at 10.4 µM;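 active means mean normalized replicate activity at least 40 and at least half of replicates scoring 40 or more; inconclusive means only one of the two criteria met; inactive means mean below 40 and under half of replicates reaching 40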;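 further: 0% = median of neutral control wells and 100% = median of positive control wells; inhibitors cause a drop in the FAM fluorescence signal; in these data hits start at about 50%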
RAD52 anneal inh: inhibitors of human RAD52 DNA annealing; recombinant RAD52 DNA annealing, FRET fluorescence; inhibition, % at 18.7 µM; 360,000 compounds, 0.46% hits;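 active means every replicate showing at least 50% inhibition; inconclusive means mean inhibition at least 50% but not in every replicate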
Target sequence (P43351 whole entry, looked up): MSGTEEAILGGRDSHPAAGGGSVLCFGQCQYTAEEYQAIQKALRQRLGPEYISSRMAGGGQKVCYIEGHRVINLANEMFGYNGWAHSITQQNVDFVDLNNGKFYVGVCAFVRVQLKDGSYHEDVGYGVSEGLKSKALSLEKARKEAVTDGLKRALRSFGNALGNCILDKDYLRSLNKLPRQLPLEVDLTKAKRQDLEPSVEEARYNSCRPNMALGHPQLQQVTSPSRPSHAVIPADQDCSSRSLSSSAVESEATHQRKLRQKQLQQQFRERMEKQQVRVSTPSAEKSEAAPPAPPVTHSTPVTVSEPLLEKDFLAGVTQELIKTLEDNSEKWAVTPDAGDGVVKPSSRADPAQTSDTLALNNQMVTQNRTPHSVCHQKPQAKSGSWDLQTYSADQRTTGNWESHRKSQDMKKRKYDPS
E-selectin induc: E-selectin induction on HUVECs; HUVEC E-selectin immunofluorescence imaging; normalized: neutral wells 0, TNF-alpha wells 100; activation, % at 7.58 µM; 260,000 compounds, 0.37% hits;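 active means mean E-selectin-positive cell signal at least 10% of the positive control, reached in at least 60% of replicates, without over 20% cell loss; inconclusive means no rule given, readout overlaps actives, possibly toxicity-flagged; inactive means the rest, including those meeting only one limit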;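 further: in these data hits start at about 27%; measured in HUVEC primary endothelial cells; signal is the percent of cells scored E-selectin positive by PE staining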
Target sequence (P16581 whole entry, looked up): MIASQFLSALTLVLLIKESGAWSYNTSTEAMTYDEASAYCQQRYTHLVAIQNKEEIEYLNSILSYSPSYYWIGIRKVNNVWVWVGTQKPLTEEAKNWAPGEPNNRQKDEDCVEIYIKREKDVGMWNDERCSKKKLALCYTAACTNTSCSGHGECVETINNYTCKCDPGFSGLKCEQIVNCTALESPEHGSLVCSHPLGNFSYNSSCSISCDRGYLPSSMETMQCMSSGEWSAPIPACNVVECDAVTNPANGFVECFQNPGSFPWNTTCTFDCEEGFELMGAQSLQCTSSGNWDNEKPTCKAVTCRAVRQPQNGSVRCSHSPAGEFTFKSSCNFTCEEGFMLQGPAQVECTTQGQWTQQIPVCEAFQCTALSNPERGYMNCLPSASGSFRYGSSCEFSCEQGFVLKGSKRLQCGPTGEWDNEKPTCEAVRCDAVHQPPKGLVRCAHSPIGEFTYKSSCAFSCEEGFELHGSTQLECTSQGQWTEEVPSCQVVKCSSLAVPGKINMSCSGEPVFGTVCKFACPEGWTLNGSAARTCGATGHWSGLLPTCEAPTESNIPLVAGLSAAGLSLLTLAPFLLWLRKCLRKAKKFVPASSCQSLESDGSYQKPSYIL
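Test system: HUVEC | Signal: Immunofluorescence imaging | Read-out: Percent E-selectin-positive cells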
esBAF inh: inhibitors of esBAF chromatin remodeling in mouse ES cells; Bmi1-luciferase knock-in reporter, 24 h; 100% = twice the neutral-well signal; reporter increase, % at 12.5 µM; AID 602393; 350,000 compounds, 2% hits; in the data active means activation above about 40%; inconclusive means no clear call, values can overlap the other calls;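 further: 0% = median of the plate's neutral control wells and 100% = double that signal; a rise in the Bmi1 reporter signal indicates esBAF inhibition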
ERAP1 HTS inh: inhibitors of human ERAP1 aminopeptidase. Q9NZ08. recombinant ERAP1, Leu-AMC fluorescence, 60 min. inhibition, % at 10.7 µM. 340,000 compounds, 0.15% hits. AID 652197;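 active means mean replicate inhibition of at least 30%, or all replicates individually reaching that 30% level; inactive means mean below 30% and not every replicate reaching it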;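 further: 0% = neutral control wells and 100% = L-leucinethiol positive control wells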
Xi reactivation: reactivates the inactive X chromosome in mouse fibroblasts. XiGFP mouse fibroblasts, % GFP-positive cells imaging, 3 d; cells co-treated with 5-aza-dC sensitizer; scaled so ellipticine positive control = 100%. activation, % at 7.58 µM. 360,000 compounds, 0.055% hits;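 active means mean normalized replicate activation at least 10% and every replicate at or above 10%; inconclusive means only one of the two criteria met; inactive means mean below 10% and not all replicates reach 10%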;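 further: 0% = median of on-plate neutral control wells and 100% = ellipticine 6 µM median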
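Material: XiGFP fibroblasts, SV40-immortalized. Buffer or medium: DMEM plus 5-aza-dC sensitizer. Compound: single concentration per compound, delivered by pin transfer. Times: 3 days compound exposure. Controls: ellipticine 6 µM.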
ERp5 inh: inhibitors of human ERp5 | Q15084 | ERp5 insulin aggregation, absorbance 650 nm, 90 min | inhibition, % at 9.99 µM | 350,000 compounds, 0.05% hits | AID 651711;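 active means mean replicate inhibition above about 25%, with every replicate also reaching it, limit read from the data, passing the limit was not always enough; inconclusive means only one of those two criteria met; inactive means neither criterion met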
The depositor's hits bear a star.

How did COc1ccc(C(=O)NCC(C)(C)CNC(=O)c2ccc(OC)c(OC)c2)cc1OC do in these assays?
S100A4 MyoIIA: 2; RAD52 anneal inh: -8; ERAP1 HTS inh: -1; Xi reactivation: 0.1; ERp5 inh: 1

What do the screens show for `Cc1cc(C)n(-c2ccc(C(=O)N3CCN(c4ccccn4)CC3)cc2)n1`?
S100A4 MyoIIA: 3; RAD54 inh: -18; RAD52 anneal inh: 7; E-selectin induc: 0.1; esBAF inh: 3; ERAP1 HTS inh: 2; Xi reactivation: 0.0; ERp5 inh: -2

Results for CCCNC(=O)CCc1c(C)nc2c(c(C)nn2-c2ccccc2)c1C ?
S100A4 MyoIIA: -2; RAD54 inh: 3; RAD52 anneal inh: -11; esBAF inh: 4; ERAP1 HTS inh: -1; Xi reactivation: 0.2; ERp5 inh: 3

What do the screens show for `Cc1ccc(-c2nn(-c3ccccc3)cc2C(=O)OCC(=O)Nc2ncc(Cl)cc2Cl)cc1`?
S100A4 MyoIIA: 1; RAD52 anneal inh: -22; E-selectin induc: 2.1; ERAP1 HTS inh: 6; Xi reactivation: -0.1; ERp5 inh: -1

How did Cc1ccc(CNC(=O)Cn2nnc3ccccc3c2=O)cc1 do in these assays?
S100A4 MyoIIA: 0; RAD52 anneal inh: -18; E-selectin induc: 2.3; ERAP1 HTS inh: -8; Xi reactivation: 0.1; ERp5 inh: -1

Results for COc1ccccc1CNC(=O)CCCNC(=O)Cn1cnc2sc(C)c(C)c2c1=O ?
S100A4 MyoIIA: -2; RAD54 inh: 4; RAD52 anneal inh: -15; E-selectin induc: -0.1; esBAF inh: -3; ERAP1 HTS inh: 2; Xi reactivation: 0.3; ERp5 inh: -4

What do the screens show for `Cc1ccc(S(=O)(=O)N2CCN(C(=O)COC(=O)Cc3ccc(Cl)cc3)CC2)c(C)c1`?
S100A4 MyoIIA: 11; RAD54 inh: 20; RAD52 anneal inh: -5; esBAF inh: -5; ERAP1 HTS inh: -4; Xi reactivation: 0.1; ERp5 inh: 5

Results for COc1ccc(/C=N/NC(=O)c2ccc(CSc3nc(C)cc(C)n3)cc2)cc1O ?
S100A4 MyoIIA: 0; RAD52 anneal inh: -11; E-selectin induc: 0.3; ERAP1 HTS inh: 5; Xi reactivation: 0.1; ERp5 inh: 0

Results for C=CCc1cccc(C=Nc2ccc(Br)cc2)c1O ?
S100A4 MyoIIA: 5; RAD52 anneal inh: -8; E-selectin induc: -0.1; ERAP1 HTS inh: -1; Xi reactivation: 0.0; ERp5 inh: 3

Results for CC(NS(=O)(=O)c1ccccc1)C(=O)NC1CCCC1 (stereo unspecified) ?
S100A4 MyoIIA: 0; RAD54 inh: -4; RAD52 anneal inh: -11; E-selectin induc: 0.0; esBAF inh: -3; ERAP1 HTS inh: 1; Xi reactivation: 0.3; ERp5 inh: 3

How did COc1cccc(NC(=O)c2ccc(-c3ccc([N+](=O)[O-])cc3)o2)c1 do in these assays?
S100A4 MyoIIA: -9; RAD52 anneal inh: -46; ERAP1 HTS inh: 1; Xi reactivation: 0.1; ERp5 inh: 1

What do the screens show for `CO[C@H](CN(C)Cc1nccs1)[C@H](C)CN([C@H](C)CO)S(=O)(=O)c1ccc(F)cc1`?
S100A4 MyoIIA: 12; RAD54 inh: -3; RAD52 anneal inh: -7; E-selectin induc: -0.1; esBAF inh: -2; ERAP1 HTS inh: 1; Xi reactivation: 0.1; ERp5 inh: -3

Results for CO[C@@H]1CN(C)C(=O)c2cc(NC(=O)C3CCCC3)ccc2OC[C@H](C)NC[C@H]1C ?
S100A4 MyoIIA: 2; RAD54 inh: 11; RAD52 anneal inh: 4; E-selectin induc: -0.2; esBAF inh: -2; ERAP1 HTS inh: 0; Xi reactivation: 0.4; ERp5 inh: 0

How did CCOC(=O)C1CCCN(c2c(Nc3cc(C)cc(C)c3)c(=O)c2=O)C1 (stereo unspecified) do in these assays?
S100A4 MyoIIA: -13; RAD54 inh: 5; RAD52 anneal inh: -7; E-selectin induc: 0.0; esBAF inh: -11; ERAP1 HTS inh: 7; Xi reactivation: 0.1; ERp5 inh: inconclusive

Results for CO[C@H]1CN(C)C(=O)c2ccc(NC(=O)c3ccno3)cc2OC[C@H](C)N(C(=O)C2CCC2)C[C@H]1C ?
S100A4 MyoIIA: -24; RAD54 inh: -20; RAD52 anneal inh: inactive; E-selectin induc: -0.1; esBAF inh: 2; ERAP1 HTS inh: 8; Xi reactivation: 0.0; ERp5 inh: 2

What do the screens show for `COc1ccc(S(=O)(=O)NNC(=O)C23CC4CC(CC(C4)C2)C3)cc1`?
S100A4 MyoIIA: 0; RAD54 inh: 7; RAD52 anneal inh: -8; E-selectin induc: -0.1; esBAF inh: 1; ERAP1 HTS inh: 4; Xi reactivation: 0.2; ERp5 inh: 2

What do the screens show for `NC(=O)N\N=C/C=C/C=C/c1ccc(F)cc1`?
S100A4 MyoIIA: 1; RAD54 inh: -6; RAD52 anneal inh: -9; E-selectin induc: 1.5; esBAF inh: 2; ERAP1 HTS inh: -3; Xi reactivation: 0.0; ERp5 inh: 3

How did C[C@H](CO)N1C[C@H](C)[C@H](CN(C)C(=O)C2CCC2)Oc2cc(C3=CCCC3)ccc2S1(=O)=O do in these assays?
S100A4 MyoIIA: 6; RAD54 inh: 5; RAD52 anneal inh: -6; E-selectin induc: 1.5; esBAF inh: 3; ERAP1 HTS inh: 2; Xi reactivation: -0.9; ERp5 inh: -4

How did Cc1ccccc1-c1ccc(=O)n(CC(=O)Nc2ccc(S(=O)(=O)N(C)C)cc2)n1 do in these assays?
S100A4 MyoIIA: 0; RAD52 anneal inh: -17; esBAF inh: -4; ERAP1 HTS inh: 9; Xi reactivation: 0.0; ERp5 inh: 2

How did COc1cccc(NC(=O)N[C@@H]2C=C[C@@H](CC(=O)N3CCN(C)CC3)O[C@@H]2CO)c1 do in these assays?
S100A4 MyoIIA: 86*; RAD52 anneal inh: 6; E-selectin induc: 0.6; ERAP1 HTS inh: -3; Xi reactivation: -0.2; ERp5 inh: -2

What do the screens show for `COC(=O)C[C@H](NC(=O)Cn1cc(C)c(=O)[nH]c1=O)C(=O)OC`?
S100A4 MyoIIA: 0; RAD54 inh: -3; RAD52 anneal inh: -1; E-selectin induc: 0.3; esBAF inh: -6; ERAP1 HTS inh: -2; Xi reactivation: 0.1; ERp5 inh: 3

What do the screens show for `COc1c(F)c(F)c(C(=O)Nc2ccc(-c3nc4ccccc4[nH]3)cc2)c(F)c1F`?
S100A4 MyoIIA: 1; RAD52 anneal inh: -25; E-selectin induc: 8.4; esBAF inh: -1; ERAP1 HTS inh: 3; Xi reactivation: 0.0; ERp5 inh: -2

How did COc1ccc2c3c(n(C)c2c1)[C@@H](CO)N(C(=O)c1cnccn1)CC31CN(C)C1 do in these assays?
S100A4 MyoIIA: -2; RAD52 anneal inh: 6; E-selectin induc: 0.2; ERAP1 HTS inh: -6; Xi reactivation: 0.0; ERp5 inh: 4

Results for CC(C)C#Cc1ccc([C@@H]2[C@@H](CO)N3C(=O)CN(C(=O)NC4CCCCC4)C[C@@H]23)cc1 ?
S100A4 MyoIIA: -3; RAD52 anneal inh: -9; E-selectin induc: -0.7; ERAP1 HTS inh: 1; Xi reactivation: 0.3; ERp5 inh: -3

What do the screens show for `Cc1ccc(S(=O)(=O)N(C)C[C@H]2Oc3ccc(NC(=O)C4CC4)cc3C(=O)N([C@H](C)CO)C[C@H]2C)cc1`?
RAD54 inh: 9; E-selectin induc: -9.8; esBAF inh: -3; Xi reactivation: -0.7; ERp5 inh: -4

What do the screens show for `O=C(O)c1ccccc1C(=O)Nc1ccc(Nc2ccccc2)cc1`?
S100A4 MyoIIA: -2; RAD54 inh: 8; RAD52 anneal inh: -5; E-selectin induc: 0.0; esBAF inh: -1; ERAP1 HTS inh: 1; Xi reactivation: 0.0; ERp5 inh: -5

What do the screens show for `O=C(CSc1nc(-c2ccccc2)c(-c2ccccc2)o1)NCCCO`?
S100A4 MyoIIA: 1; RAD54 inh: 9; RAD52 anneal inh: -9; esBAF inh: -8; ERAP1 HTS inh: -2; Xi reactivation: 0.0; ERp5 inh: -10

How did C[C@@H]1CN([C@H](C)CO)C(=O)Cc2cc(NS(C)(=O)=O)ccc2O[C@H]1CN(C)Cc1ccc(-c2ccccc2)cc1 do in these assays?
S100A4 MyoIIA: 7; RAD54 inh: 0; RAD52 anneal inh: -17; E-selectin induc: 1.4; esBAF inh: 0; ERAP1 HTS inh: -1; Xi reactivation: -0.1; ERp5 inh: -4

What do the screens show for `COc1cccc(Oc2coc3cc(OC(=O)N4CCOCC4)ccc3c2=O)c1`?
S100A4 MyoIIA: -3; RAD52 anneal inh: -6; ERAP1 HTS inh: 10; Xi reactivation: 0.0; ERp5 inh: 0

Results for COC(=O)c1cccc(Cn2nc(C)c([N+](=O)[O-])c2C)c1 ?
S100A4 MyoIIA: 18; RAD52 anneal inh: 5; ERAP1 HTS inh: 7; Xi reactivation: 0.1; ERp5 inh: 6

Results for C[C@H](CO)N1C[C@H](C)[C@@H](CN(C)Cc2ccc(Oc3ccccc3)cc2)Oc2ccc(NC(=O)C3CCCCC3)cc2CC1=O ?
S100A4 MyoIIA: 11; RAD54 inh: 2; RAD52 anneal inh: -26; E-selectin induc: 0.0; esBAF inh: -9; ERAP1 HTS inh: -2; Xi reactivation: 0.1; ERp5 inh: 1

Results for CC(C)C(=O)NC(=S)Nc1ccc(S(=O)(=O)NC2CCCCC2)cc1 ?
S100A4 MyoIIA: 3; RAD54 inh: -5; RAD52 anneal inh: -15; E-selectin induc: -0.6; ERAP1 HTS inh: -2; Xi reactivation: 0.0; ERp5 inh: -3

How did CCc1nnc(NS(=O)(=O)c2ccc(NCc3cc(Cl)cc(Cl)c3O)cc2)s1 do in these assays?
S100A4 MyoIIA: 0; RAD54 inh: -21; RAD52 anneal inh: -7; E-selectin induc: -0.5; ERAP1 HTS inh: -2; Xi reactivation: 0.1; ERp5 inh: 1

What do the screens show for `Cc1cc2occ(CC(=O)N(CC(C)C)c3c(N)n(Cc4ccccc4)c(=O)[nH]c3=O)c2cc1C`?
S100A4 MyoIIA: -5; RAD54 inh: -5; RAD52 anneal inh: -3; E-selectin induc: -0.3; esBAF inh: -4; ERAP1 HTS inh: 0; Xi reactivation: -0.2; ERp5 inh: 7

3 records drawn at random from the list so far:
How did CCc1nnc(NS(=O)(=O)c2ccc(NCc3cc(Cl)cc(Cl)c3O)cc2)s1 do in these assays?
S100A4 MyoIIA: 0; RAD54 inh: -21; RAD52 anneal inh: -7; E-selectin induc: -0.5; ERAP1 HTS inh: -2; Xi reactivation: 0.1; ERp5 inh: 1

Results for C[C@H](CO)N1C[C@H](C)[C@@H](CN(C)Cc2ccc(Oc3ccccc3)cc2)Oc2ccc(NC(=O)C3CCCCC3)cc2CC1=O ?
S100A4 MyoIIA: 11; RAD54 inh: 2; RAD52 anneal inh: -26; E-selectin induc: 0.0; esBAF inh: -9; ERAP1 HTS inh: -2; Xi reactivation: 0.1; ERp5 inh: 1

What do the screens show for `O=C(CSc1nc(-c2ccccc2)c(-c2ccccc2)o1)NCCCO`?
S100A4 MyoIIA: 1; RAD54 inh: 9; RAD52 anneal inh: -9; esBAF inh: -8; ERAP1 HTS inh: -2; Xi reactivation: 0.0; ERp5 inh: -10

Screens as filed in PubChem.
